# Screens from PubChem.
# EPAC1 antagonist – EPAC1 (human) antagonism; O95398; EPAC1 GEF assay, Rap1b-BODIPY-GDP exchange fluorescence; Potency, µM (titrated, usually from 115 µM), for the others: top-dose activity change, negative = inhibition, actives largely listed as inhibitors; 360,000 tested, 0.14% active;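 also: potency is read from the fitted curve at half-maximal effect; plate controls were vehicle for no effect and positive control for full effect; nearly all actives have a fitted effect of over 50% in size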
# Target sequence (O95398 whole entry, looked up): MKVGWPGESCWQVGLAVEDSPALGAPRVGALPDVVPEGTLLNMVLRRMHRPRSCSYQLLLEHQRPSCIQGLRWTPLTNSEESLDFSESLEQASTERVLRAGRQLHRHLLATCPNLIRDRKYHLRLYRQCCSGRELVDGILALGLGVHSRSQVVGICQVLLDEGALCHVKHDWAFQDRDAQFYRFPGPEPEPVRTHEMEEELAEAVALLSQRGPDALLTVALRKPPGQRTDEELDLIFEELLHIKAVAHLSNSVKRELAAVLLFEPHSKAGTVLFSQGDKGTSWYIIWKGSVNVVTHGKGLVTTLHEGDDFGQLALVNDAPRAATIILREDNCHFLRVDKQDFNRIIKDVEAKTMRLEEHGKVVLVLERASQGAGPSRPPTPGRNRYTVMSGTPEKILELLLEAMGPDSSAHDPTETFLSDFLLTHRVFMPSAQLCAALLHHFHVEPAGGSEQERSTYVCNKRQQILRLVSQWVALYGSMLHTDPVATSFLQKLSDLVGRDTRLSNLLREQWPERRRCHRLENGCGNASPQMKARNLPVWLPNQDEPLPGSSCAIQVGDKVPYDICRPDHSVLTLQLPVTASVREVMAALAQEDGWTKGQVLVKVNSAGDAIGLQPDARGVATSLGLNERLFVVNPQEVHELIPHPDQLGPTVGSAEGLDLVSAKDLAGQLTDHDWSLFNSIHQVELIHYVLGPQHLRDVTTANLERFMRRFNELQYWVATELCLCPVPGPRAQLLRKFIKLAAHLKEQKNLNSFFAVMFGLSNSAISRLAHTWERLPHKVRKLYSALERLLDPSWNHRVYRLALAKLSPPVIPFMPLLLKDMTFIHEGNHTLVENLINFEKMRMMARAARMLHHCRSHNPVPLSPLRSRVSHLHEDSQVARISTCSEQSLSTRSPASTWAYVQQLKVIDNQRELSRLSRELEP
# EPAC2 antagonist – antagonists of human EPAC2 | EPAC2 GEF exchange of Rap1B-BODIPY-GDP, fluorescence | Q8WZA2 | AID 720708 | 360,000 tested, 0.18% active | Potency, µM (doses to about 114 µM), for inactives: at the top dose activity, negative = inhibition, actives largely listed as inhibitors; also: potency is read from the fitted curve at half-maximal effect; % is scaled to controls: 0 for no effect and ±100 for the full control effect; nearly all actives have a fitted effect of over 45% in size; many of its hits are not listed in these tables
# PI5P4K alpha inh – blocks human PI5P4K alpha kinase activity; P48426; PI5P4Kalpha enzyme, ADP-Glo luminescence, 60 min; stronger effect = lower value; max response, %; 330,000 tested, 1.2% active; AID 652105; active = max response of -50% or lower; inconclusive = between -30% and -50%; inactive = -30% or higher; also: value at the top dose of about 77 µM; % is scaled to controls: 0 for no effect and ±100 for the full control effect
#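 PI5P4Kalpha ADP-Glo assay; 5 microM ATP final; 60 min RT reaction; HEPES pH 7.4/EGTA/CHAPS, 5% DMSO; controls lacking substrate or enzyme; luminescent end-point.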
# MmCpn inh – blocks the Methanococcus maripaludis chaperonin Mm-Cpn. AID 504842. purified Mm-Cpn ATPase, ADP Transcreener TR-FRET. 330,000 tested, 0.031% active. Potency, µM (series often up to 76.9 µM), for inactives: top-dose activity, negative = inhibition, actives largely listed as inhibitors; also: potency is read from the fitted curve at half-maximal effect; % is scaled to controls: 0 for no effect and ±100 for the full control effect; nearly all actives have a fitted effect of over 80% in size
#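 Compound-treated chaperonin, 25 nM final, turns over 10 uM ATP at 37°C for 30 min following a 10 min preincubation; ADP generated competes with ADP-d2 for Eu-cryptate antibody, lowering FRET.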
# CCT modulator – modulators of cytosolic chaperonin (CCT/TRiC) activity. purified chaperonin ATPase assay, HTRF ADP detection, 30 min. activity change, % (no concentration beside the values), hits read low. 360,000 tested, 0.3% active. AID 651819; in the data active = activity change below about -30%; also: % is scaled to controls: 0 for no effect and ±100 for the full control effect
#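 Enzyme 40 or 20 nM (batch-dependent) in Tris pH 7.4/KCl/MgCl2/DTT; cpd 76 uM single point; ATP 10 uM; 30 min 37 °C; Transcreener ADP HTRF detection, 30 min RT; ratio 665/615.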
# EPAC1 ag – agonists of human EPAC1 | O95398 | EPAC1 agonist qHTS, biochemical assay; response scale: 100% = response to 6.5 mM cAMP | Potency, µM (doses to about 154 µM), for the others: at the highest dose activation, hits mostly activators | 360,000 tested, 0.073% active | AID 720707; also: potency is read from the fitted curve at half-maximal effect; nearly all actives have a fitted effect of over 60% in size
#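 EPAC1 100 nM, Rap1B–BODIPY-GDP 250 nM, unlabeled GDP 50 uM; compound titration; 5 min RT; kinetic read ex480/em540 at 5-min intervals ×30 min; data normalized to 6.5 mM cAMP agonist control.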
# PLK1 PBD block – PLK1 (human) polo-box domain binding inhibition; Plk1 PBD binding of FITC phosphopeptide, fluorescence polarization; 360,000 tested, 2.8% active; P53350; Potency, µM, without a hit: max response, negative = inhibition, usual class: inhibitors; AID 720504; also: potency is read from the fitted curve at half-maximal effect; series mostly up to about 57 µM; % is scaled to controls: 0 for no effect and ±100 for the full control effect; nearly all actives have a fitted effect of over 65% in size
# WRN helicase inh – blocks human WRN helicase; Q14191; WRN helicase unwinding, fluorescent forked duplex, kinetic; 360,000 tested, 0.46% active; Potency, µM (titrated, usually from 114 µM), for the others: top-dose activity change, negative = inhibition, actives largely listed as inhibitors; also: potency is read from the fitted curve at half-maximal effect; % is scaled to controls: 0 for no effect and ±100 for the full control effect; nearly all actives have a fitted effect of over 55% in size
#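 WRN at 20 nM final was preincubated with compound for 15 min at room temperature; reaction started with 100 nM forked duplex oligonucleotide carrying fluorophore and quencher plus 2 mM ATP (final). Unwinding followed kinetically by red fluorescence (ex 525/em 598 nm).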
# Numbers without * were called inactive; u = inconclusive; x = no result given; [ ] = dose if it differs, or a comment. Unless noted, calls follow the shape of the dose curve; as a rule, active = well fitted curve in the direction sought with a large enough effect; inconclusive = small, poorly fitted or top-dose-only effect, or another doubt; inactive = no such curve, though single readings can be large; an effect the other way counts as inactive or inconclusive. The list is partial (hit frequency here may not be typical).
SMILES,EPAC1 antagonist,EPAC2 antagonist,PI5P4K alpha inh,MmCpn inh,CCT modulator,EPAC1 ag,PLK1 PBD block,WRN helicase inh
CC(C)CC1=C/C(=C/c2ccc(-c3ccccc3)o2)C(=O)O1,u,-8%,-68*,0%,-4.3,-7%,11µM*,50µM*
O=S(=O)(NCC1CCCO1)c1ccc(Cl)cc1 (configuration not stated),6%,4%,-2,1%,2.0,13%,-15%,0%
COc1ccc(NC(=O)NNC(=O)c2cc(C3CC3)nc3ccccc23)c(OC)c1,-8%,-7%,-6,0%,-1.5,-12%,-17%,-25%
CN1CCN(C(=O)C2CCC(CNS(=O)(=O)c3cccc4cccnc34)CC2)CC1 (configuration not stated),-1%,8%,-3,1%,-0.1,-8%,-13%,3%
Clc1ccc(SCCCCN2CCOCC2)cc1,3%,12%,3,-3%,-0.5,-15%,1%,u
CCOc1ccc(N(CC(=O)Nc2ccc(C)c(C)c2)S(=O)(=O)c2c(C)[nH]c(=O)[nH]c2=O)cc1,u,-3%,2,1%,-2.4,5%,-1%,-28%
COCCn1c(=S)[nH]c2cc(C(=O)NC3CCCCCC3)ccc2c1=O,3%,5%,2,x,-2.5,11%,-1%,1%
CCN(C1CCS(=O)(=O)C1)S(=O)(=O)c1ccc(Cl)s1 (configuration not stated),13%,-13%,3,-2%,-4.9,9%,-10%,-1%
CC1(C)CC[C@]2(C(=O)O[C@@H]3O[C@H](CO)[C@@H](O)[C@H](O)[C@H]3O)CC[C@]3(C)C(=CCC4[C@@]5(C)CC[C@H](O[C@@H]6O[C@H](C(=O)O)[C@@H](O[C@H]7OC[C@@H](O)[C@@H](O)[C@@H]7O)[C@H](O)[C@H]6O)C(C)(C)C5CC[C@]43C)[C@@H]2C1 (some centres not stated),-9%,10%,-24,2%,-4.9,-15%,-7%,-2%
O=C(CN1CCN(C(=S)NC2CCCC2)CC1)Nc1ccc(Oc2ccccc2)cc1,-14%,-12%,5,2%,2.5,8%,8%,-12%
CC12CCC(=O)N1C(C(=O)Nc1ccc(S(=O)(=O)N3CCCCC3)cc1)CS2 (configuration not stated),-14%,11%,3,1%,-2.4,-7%,-1%,1%
CCOC(=O)c1ccc2c(c1)nc(SCC(=O)c1ccco1)n2CC,0%,-2%,6,-5%,-0.1,2%,u,-11%
CCc1nc2ccc(C(=O)Nc3cc(-c4ccccc4)ccc3OC)cn2c1N(CC)CC(=O)N(C)C,-27%,3%,1,x,-0.3,-6%,-4%,-3%
O=c1c(O)c(-c2ccc3c(c2)OCO3)oc2ccccc12,5%,0%,-10,1%,-0.5,-18%,u,-6%
O=S(=O)(NCc1ccc(Cl)cc1)c1ccc(Cl)nc1,-2%,-1%,-5,-1%,-2.3,-10%,-4%,1%
COCCNc1nc2nonc2nc1N1CCCC1c1nccs1 (configuration not stated),1%,9%,0,-1%,-0.3,7%,u,-12%
Cc1ccc(NC(=O)NC2CC(=O)N(c3ccc4c(c3)OCCO4)C2)c(C)c1 (configuration not stated),-7%,9%,-1,0%,-2.1,-1%,-2%,-16%
COc1ccc2ccccc2c1/C=N/O,10%,4%,x,2%,-0.7,5%,-7%,8%
CC1(C(=O)NS(=O)(=O)c2cccs2)CCN1C(=O)C1(c2ccc(Cl)cc2)CCC1 (configuration not stated),u,u,-6,x,1.0,-4%,-3%,-3%
Cc1ccc(C)c(N2CCN(C(=O)CCC(=O)Nc3nnc(CC(C)C)s3)CC2)c1,8%,4%,-2,-1%,-2.5,3%,-16%,2%
CCC(C)(C)n1nnnc1C(c1ccc2ncccc2c1)N1CCN2CCCC2C1 (configuration not stated),-4%,2%,x,0%,-2.5,-1%,-6%,-2%
Cc1ccc(C(=O)N/C(=C\c2ccc(F)cc2)C(=O)NCCCn2ccnc2)cc1,0%,-11%,0,-1%,-0.5,8%,0%,-8%[57.1 µM]
COc1ccc(-c2oc(=O)c3cc(OC)c(OC)cc3c2C#C[C@]2(O)CC[C@H]3[C@@H]4CCc5cc(OC)ccc5[C@H]4CC[C@@]32C)cc1,2%,11%,4,0%,2.5,5%,-4%,0%
Cc1onc(-c2ccccc2)c1C(=O)OCC(=O)Nc1ccc2c(c1)OCO2,12%,5%,x,-1%,-43*,1%,-12%,9%
Cc1sc(N/N=C/c2cccs2)nc1-c1ccccc1,-3%,-9%,-4,-1%,-2.0,3%,u,-21%
COc1cccc(CC(=O)Nc2ccc3c(c2)CCC3)c1,-9%,-20%,-3,1%,-1.9,-2%,7%,-5%[57.1 µM]
Cc1ccnc(Nc2nc(-c3ccc(O)cc3O)cs2)c1,7%,2%,-14,-10%,-3.3,24%,5%,-26%
O=[N+]([O-])c1cc(-c2nc3nc4ccccc4nc3n2CCc2ccccc2)cc([N+](=O)[O-])c1,-3%,-17%,8,u,-2.1,-2%,-15%,-8%
COc1ccc(-c2cc3cc(-c4cc(OC)c(OC)c(OC)c4)ccc3o2)cc1,-3%,2%,-7,-4%,-5.9,0%,-11%,0%
COc1ccc(N2CCN(C3CCCN(C(=O)CCN4CCCCO4)C3)CC2)cc1 (configuration not stated),8%,-13%,3,-1%,1.7,14%,-1%,-4%

# Single records, as listed above. Order of values: EPAC1 antagonist, EPAC2 antagonist, PI5P4K alpha inh, MmCpn inh, CCT modulator, EPAC1 ag, PLK1 PBD block, WRN helicase inh
# Record of Cc1ccnc(Nc2nc(-c3ccc(O)cc3O)cs2)c1 : 7%, 2%, -14, -10%, -3.3, 24%, 5%, -26%
# Record of COc1cccc(CC(=O)Nc2ccc3c(c2)CCC3)c1 : -9%, -20%, -3, 1%, -1.9, -2%, 7%, -5%[57.1 µM]
# Record of CCC(C)(C)n1nnnc1C(c1ccc2ncccc2c1)N1CCN2CCCC2C1 (configuration not stated) : -4%, 2%, x, 0%, -2.5, -1%, -6%, -2%
# Record of Cc1onc(-c2ccccc2)c1C(=O)OCC(=O)Nc1ccc2c(c1)OCO2 : 12%, 5%, x, -1%, -43*, 1%, -12%, 9%

# The list goes on:
SMILES,EPAC1 antagonist,EPAC2 antagonist,PI5P4K alpha inh,MmCpn inh,CCT modulator,EPAC1 ag,PLK1 PBD block,WRN helicase inh
CC1(c2nc3ccccc3[nH]2)CCC(=O)N1Cc1ccc(F)cc1 (configuration not stated),-13%,13%,0,x,-1.5,-8%,3%,3%
COc1cccc(/C=C/C(=O)Nc2ccc(N3CCOCC3)cc2)c1OC,-22%,-1%,-1,0%,2.6,14%,-6%,-4%
CCCNC(=O)C1(C)CCN(C(=O)c2cccc(OC(F)(F)F)c2)C1 (configuration not stated),1%,-10%,-3,x,-1.8,12%,-13%,2%
COC(=O)c1cc(OC)c(OC)cc1NC(=O)C1CCC(=O)N1S(=O)(=O)c1ccc(C)cc1 (configuration not stated),23%,15%,-3,0%,-0.2,2%,-12%,-5%
COc1cc(NC(=O)Cc2ccc(S(=O)(=O)N3CCOCC3)s2)c(OC)cc1Cl,12%,-6%,1,2%,-1.1,18%,-3%,-13%
Cc1cc(Nc2cccc(F)c2)n2nc(C)nc2n1,-22%,-5%,11,0%,0.9,3%,-9%,0%
CCOC(=O)c1sc(Nc2ccccc2)nc1C,-7%,-10%,3,-6%,-0.5,2%,1%,-9%
O=C(COC(=O)/C=C/c1cccc(C(F)(F)F)c1)Nc1cccc(S(=O)(=O)NC2=NCCC2)c1,-7%,6%,3,x,-0.2,-8%,2%,2%
C=CCc1c(C)nc(N)[nH]c1=O,-1%,6%,x,0%,0.4,-1%,-6%,-1%
CC(C)(C)C(=O)Nc1c2c(nn1-c1cccc(Cl)c1)CS(=O)(=O)C2,16%,8%,7,-1%,0.8,-5%,0%,-3%
Cc1ccc(/C=C/c2onc(C)c2S(=O)(=O)N2CCC(C(=O)NC(C)(C)C)CC2)cc1,12%,10%,-2,-1%,0.6,8%,-3%,3%
Cc1noc(C)c1NC(=O)Nc1ccc2c(c1)C(=O)N([C@H](C)CO)C[C@H](C)[C@H](CN(C)C)O2,15%,-10%,0,2%,1.8,8%,-12%,0%
NC1=NC(=O)/C(=C/c2cccc(-c3ccc(S(N)(=O)=O)cc3)c2)S1,-1%,-4%,u,-5%,0.6,18%,-4%,2%
COc1ccc(N(C(=O)c2ccco2)C(C(=O)NC2CCCC2)c2ccc(OC)c(OC)c2)cc1 (configuration not stated),6%,3%,2,1%,-0.4,3%,-6%,6%
CCCCCCCCOC(=O)c1c(CSC(=N)N)n(C)c2cc(Br)c(OC(C)=O)cc12,-7%,31%[activator],21,1%,-0.3,0%,0%,-10%
N=C1C(c2nc(-c3ccc(Cl)cc3)cs2)=C(O)CN1CCCN1CCOCC1,11%,20%,1,1%,2.4,1%,-4%,-18%
Cc1cccc2[nH]c3c(N4CC=C(c5ccc(F)cc5)CC4)ncnc3c12,-21%,-4%,-10,2%,-5.0,8%,-12%,u
CC(C)=CC(O)C/C(C)=C/COc1ccc2ccc(=O)oc2c1 (configuration not stated),-9%,-15%,-7,0%,-0.5,4%,-4%,4%
CNc1cccc(-c2cccc(O)c2)n1,-4%,-3%,-6,x,-1.5,-11%,-11%,4%
CC(C)c1onc(C(=O)NCc2ccccn2)c1[N+](=O)[O-],-13%,10%,2,0%,1.9,-5%,-4%,-5%
CCC(=O)Nc1ccc(-n2nnnc2SCC(=O)NNC(=O)c2ccco2)cc1,-14%,9%,1,-14%,-2.3,18%,-10%,3%
COc1cc2ccc(-c3ccc4ccccc4n3)cc2cc1OC,4%,-7%,39,x,-2.3,7%,2%,11%
O=[N+]([O-])c1cccc(-c2noc(COc3ccccc3)n2)c1,3%,-4%,0,-1%,-13,10%,-18%,3%
Cc1ccc(-c2nc(C)sc2CC(=O)O)cc1,6%,20%,-3,0%,-1.4,1%,-14%,-1%
Cc1ccc(NC(=O)N2CCc3ccccc3C2)cc1,-1%,-2%,x,2%,-0.5,7%,-3%,-3%
CCNC(=S)SCCOc1ccccc1C,u,-24%,12,2%,0.2,1%,u,-5%
Nc1n[nH]c(C2CC2)c1N=Nc1ccc(Cl)c(Cl)c1,u,-19%,48,2%,-2.3,22%,-2%,-11%
Cc1[nH]nc2ncc(C(=O)c3ccccc3O)cc12,27%,9%,x,u,1.1,8%,3%,-9%
O=C(c1cn(CC(=O)N2CCCCC2)c2ccccc12)C1CC1,0%,9%,4,2%,1.4,-4%,2%,4%
Cc1cccc(/C=N/n2c(-c3ccncc3)n[nH]c2=S)c1,u,0%,1,0%,-0.3,0%,-23%,-27%
